# PABP1 MLLE inh: inhibitors of PABP1 MLLE–PAM2 peptide binding, primary screen, biochemical, fluorescence polarization, FITC-PAM2, GST-MLLE; Polyadenylate-binding protein 1 (Homo sapiens), P11940; inhibition, % at 20 µM; 0.36% of 360,000 active; AID 588489, 2011; in the data active = inhibition above about 35%, passing the limit was not always enough;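 also: plate controls were DMSO wells with GST-MLLE for no effect and wells lacking GST-MLLE protein for full effect; some results filed as inactive read as strong as hits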
# STEP inh: STEP phosphatase inhibitors, primary screen, biochemical, fluorescence intensity, uHTS | Tyrosine-protein phosphatase non-receptor type 5 (Homo sapiens), P54829 | inhibition, % at 20 µM | recombinant STEP, OMFP fluorogenic substrate | 0.25% of 360,000 active;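 active = inhibition at 20 µM, scaled per plate between control wells, above about 37%, limit read from the data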;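 also: 0% = DMSO with enzyme and substrate and 100% = substrate only without enzyme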
# Target sequence (P54829 whole entry, looked up): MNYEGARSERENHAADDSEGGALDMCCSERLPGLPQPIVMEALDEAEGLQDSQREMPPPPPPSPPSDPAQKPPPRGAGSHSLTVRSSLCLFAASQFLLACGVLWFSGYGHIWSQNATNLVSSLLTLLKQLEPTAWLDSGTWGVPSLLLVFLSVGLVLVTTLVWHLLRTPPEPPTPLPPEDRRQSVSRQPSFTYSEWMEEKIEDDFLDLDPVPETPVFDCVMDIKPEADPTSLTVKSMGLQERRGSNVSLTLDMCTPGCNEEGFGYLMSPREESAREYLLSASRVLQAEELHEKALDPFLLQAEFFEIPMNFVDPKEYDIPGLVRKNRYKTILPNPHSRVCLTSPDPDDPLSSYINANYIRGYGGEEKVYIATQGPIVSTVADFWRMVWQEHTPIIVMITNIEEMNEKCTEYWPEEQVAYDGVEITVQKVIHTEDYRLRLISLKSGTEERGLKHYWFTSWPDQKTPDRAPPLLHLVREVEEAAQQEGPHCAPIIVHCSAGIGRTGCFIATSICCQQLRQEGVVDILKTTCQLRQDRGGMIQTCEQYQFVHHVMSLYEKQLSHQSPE
#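 System: STEP phosphatase, cell-free reaction; Buffer or medium: Bis-Tris pH 6.0 buffer with DTT, detergent; Incubation: 20 min at room temperature, dark; Measured by: fluorescence, 480/540 nm.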
# SUMO1-SIM PPI: modulators of SUMO1 protein-protein interactions, primary screen, biochemical, uHTS | Small ubiquitin-related modifier 1 (Homo sapiens), P63165 | SUMO1 binding to a labelled peptide, TR-FRET, 1 h | inhibition, % at 20 µM | 0.33% of 360,000 active | AID 602429, 2012; in the data active = inhibition above about 37%
# Target sequence (P63165 whole entry, looked up): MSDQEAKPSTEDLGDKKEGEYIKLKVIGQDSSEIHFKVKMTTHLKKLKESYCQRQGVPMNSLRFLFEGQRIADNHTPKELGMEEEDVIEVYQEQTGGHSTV
# LMPTP block: LMPTP phosphatase inhibitors, primary screen, biochemical, fluorescence intensity, uHTS; inhibition, % at 20 µM; recombinant LMPTP-A, OMFP fluorogenic substrate; Low molecular weight phosphotyrosine protein phosphatase (Homo sapiens), P24666; 0.22% of 360,000 active;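 active = compounds that cut the enzyme signal by at least half of the control window in the single-dose screen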;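 also: plate controls were DMSO wells with enzyme plus substrate for no effect and substrate without enzyme for full effect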
# Target sequence (P24666 whole entry, looked up): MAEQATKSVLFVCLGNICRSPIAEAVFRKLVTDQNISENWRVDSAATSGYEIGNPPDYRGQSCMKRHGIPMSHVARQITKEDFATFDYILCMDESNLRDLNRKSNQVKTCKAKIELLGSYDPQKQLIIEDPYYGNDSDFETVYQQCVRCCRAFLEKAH
#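 Test system – LMPTP-A phosphatase enzyme · Quantity – 0.625 nM LMPTP-A final · Reagent – OMFP substrate, 400 µM final · Dosing – one test concentration per compound, 20 µM, with 3% DMSO overall · Timing – 50 min enzyme reaction at room temperature, protected from light · Detection – fluorescence intensity · Controls – substrate-only low control, DMSO enzyme-plus-substrate high control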
# DNMT1 block: human DNMT1 methyltransferase inhibitors, primary screen, biochemical, molecular beacon, fluorescence, HinP1I cleavage, uHTS | inhibition (reported as % activation of signal), % at 10 µM | 0.83% of 360,000 active; in the data active = inhibition above about 50%
# Tb MetRS inh: T. brucei MetRS inhibitors, primary screen, biochemical, luminescence | methionyl-tRNA synthetase (Trypanosoma brucei brucei) | purified T. brucei MetRS, ATP depletion, Kinase-Glo luminescence | inhibition, % at 11.9 µM | 0.4% of 360,000 active | AID 624268, 2012;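 active = inhibition above a per-plate cutoff of the control wells' mean inhibition plus 3 SD, cut at about 5.5% in these data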;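 also: 0% = DMSO wells median and 100% = median of wells with control inhibitor compound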
#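 Material – parasite MetRS enzyme · Medium – HEPES-MgCl2-KCl buffer plus DTT, spermine, BSA, pyrophosphatase · Reagent – ATP, methionine and E. coli bulk tRNA substrates · Times – 15 min enzyme-compound preincubation, 2 h reaction, 10 min detection, 25 °C · Measured by – luminescence of leftover ATP · Evaluation – percent inhibition relative to median high and low control wells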
# CSN deneddyl inh: inhibitors of CSN-mediated cullin deneddylation, primary screen, biochemical, fluorescence polarization, uHTS; COP9 signalosome complex subunit 5 (Homo sapiens), Q92905; Purified CSN, SCF-Nedd8-OG deneddylation; inhibition, % at 12.5 µM; 0.38% of 360,000 active;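 active = pattern-corrected inhibition above about 35%, with an unprinted fluorescence ratio check between 0.5 and 1.5, limit read from the data, passing the limit was not always enough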;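 also: 0% = enzyme with substrate and 100% = substrate without enzyme; some results filed as inactive read as strong as hits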
#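 Material: human Csn5 produced in HEK293T cells; Input: enzyme 0.24 nM; Reagent: SCFSkp2-Nedd8OG substrate at 10 nM final; Dosing: 12.5 µM compound; Incubation: 90 min reaction at room temperature; Detection: fluorescence polarization of the substrate; Evaluation: % inhibition of substrate cleavage by Csn5; Control set: substrate-only high control, full reaction low control.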
# NadD inh: inhibitors of S. aureus NadD, primary screen, biochemical, colorimetric, uHTS | purified NadD enzyme, colorimetric absorbance read-out | inhibition, % at 20 µM | 0.78% of 360,000 active; in the data active = inhibition above about 26%; also: some compounds past the cut are filed as inactive
# Rpn11 inh: Rpn11 (PSMD14) deubiquitinase inhibitors, primary screen, biochemical, fluorescence polarization, uHTS | human 26S proteasome, Ub4-pepOG fluorescence polarization; 20S core pre-blocked with epoxomicin | calls only at 20 µM | 0.59% of 360,000 active | AID 588493, 2011;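 active = inhibition at 20 µM, scaled to each plate's controls, above about 33%, limit read from the data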
# Scp-1 inhibitor: Scp-1 phosphatase inhibitors, primary screen, biochemical, colorimetric, uHTS; Carboxy-terminal domain RNA polymerase II polypeptide A small phosphatase 1 (Homo …; Recombinant Scp1, phosphopeptide, malachite green phosphate absorbance; inhibition, % at 20 µM; 0.88% of 340,000 active;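 active = inhibition above about 50% at 20 µM, limit read from the data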;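 also: plate controls were DMSO wells with enzyme for no effect and wells lacking enzyme for full effect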
# Target sequence (Q9GZU7 76-261 limits assumed): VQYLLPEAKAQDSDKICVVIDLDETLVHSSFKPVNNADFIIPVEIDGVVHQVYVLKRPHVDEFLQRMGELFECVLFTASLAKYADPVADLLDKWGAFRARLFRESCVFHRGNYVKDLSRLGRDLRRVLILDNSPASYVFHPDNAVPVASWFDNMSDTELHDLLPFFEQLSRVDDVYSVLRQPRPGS
#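 Incubation: 45 min enzyme reaction at room temperature / System: truncated SCP-1 phosphatase (76-261aa) / Reagent: Phospho 17-mer peptide substrate / Buffer or medium: Acidic Tris acetate buffer with magnesium and detergent / Signal: absorbance at 630 nm / Doses: one concentration, 20 µM, with 1.0% DMSO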
# An asterisk follows results filed as active; i = inactive; x = not tested or not shown.
SMILES,PABP1 MLLE inh,STEP inh,SUMO1-SIM PPI,LMPTP block,DNMT1 block,Tb MetRS inh,CSN deneddyl inh,NadD inh,Rpn11 inh,Scp-1 inhibitor
Nc1nc(COC(=O)C2CC(=O)N(Cc3ccccc3)C2)nc(Nc2ccccc2)n1 (stereo not drawn),14,1,2,0.0,1,0.0,2,-5,i,3
CCc1cccc(N(C(=O)c2csnn2)C(C(=O)NC(C)(C)C)c2ccccn2)c1 (stereo not drawn),-2,2,-2,-0.2,4,-0.7,-7,-1,i,-1
COC(=O)C1CCN(Cc2cc(=O)oc3cc(C)c(Cl)cc23)CC1,8,0,3,0.1,0,-0.7,8,-1,i,-7
Cc1ccc(NC(=O)Nc2ccc3oc(C)nc3c2)cc1,4,-4,1,0.9,-1,-0.2,0,-5,i,-9
CC(=O)N1CCN(C(=O)c2ccc3oc(CCCc4ccccc4)nc3c2)CC1,-8,-3,1,-2.3,0,-0.2,-2,-2,i,-10
Cc1ccc(C)c(OCc2cc(C(=O)N3CCOCC3)no2)c1,-13,-2,0,-1.7,2,-0.6,1,-4,i,-9
Cc1occc1C(=O)Nc1nccs1,-8,0,3,0.1,-1,-0.1,3,-3,i,-10
Cc1ccc(C(=O)N/C(=C\c2cn(S(=O)(=O)N(C)C)c3ccccc23)C(=O)NCCCn2ccnc2)cc1,0,1,-11,0.9,-1,0.5,-1,18,i,-5
COc1ccc(OC)c(NC(=O)Cn2c(CCC(=O)O)ccc2-c2ccccc2)c1,2,-2,-2,-1.9,1,-1.0,23,1,i,4
CCOC(=O)Cc1csc(NC(=O)c2c(O)c3c(n(CC(C)C)c2=O)CCCC3)n1,-2,3,7,4.2,-1,-0.5,-2,16,i,-8
CCOC(=O)C1=C(C)OC(N)=C(C#N)C1c1cccs1 (stereo not drawn),3,-1,-8,0.1,-2,-0.7,1,0,i,-3
O=C(Nc1nnc(-c2ccncc2)s1)C1CCCO1 (stereo not drawn),32,7,1,-0.2,7,-1.0,-2,0,i,-8
CCOC(=O)C1CCN(S(=O)(=O)c2ccc(C)c(C(=O)NC3CCCCC3)c2)CC1,-2,0,5,-0.9,2,0.1,-1,1,i,13
CCc1nc(C)ccc1OCC(=O)NCCCN(C)C,1,3,-2,-9.8,4,0.0,3,1,i,2
COc1cc(C=CC(=O)c2ccccc2)cc(OC)c1OC,-5,2,-3,0.8,-6,-1.8,9,-4,i,x
Cc1cnn(C(=S)NCc2ccco2)c1,18,3,3,2.4,17,-0.1,4,9,i,-6
Cn1cc(C(=O)NCc2ccc(Cl)cc2)c(=O)c2cc(S(=O)(=O)N3CCOCC3)ccc21,-8,0,9,0.3,-2,0.2,2,1,i,-5
CCOC(=O)N1CCN(CC(O)COCc2ccc(OC)c(OC)c2)CC1 (stereo not drawn),20,1,2,-1.3,-4,0.3,-7,5,i,-1
CCCCC(NC(=O)CCc1c(C)c2cc3c4c(oc3c(C)c2oc1=O)CCCC4)C(=O)O (stereo not drawn),12,4,17,-0.3,1,-1.6,2,9,i,6
O=C(Nc1cccn(Cc2c(Cl)cccc2Cl)c1=O)C1CC1,5,5,-1,1.1,-10,-0.1,4,0,i,-6
O=C(NC(c1ccc(Cl)cc1)c1cnccn1)C1CCN(CCCc2ccccc2)CC1 (stereo not drawn),3,-1,-7,3.5,-6,-0.2,2,-6,i,x
c1coc(-c2nc3nc4ccccc4nc3n2-c2ccc3c(c2)OCCO3)c1,-11,-5,-24,-0.2,7,-1.4,-1,5,i,-2
C1CCC2(CC1)OCC1(CO2)COC2(CCCCC2)OC1,13,-2,-2,-0.2,-3,-1.1,-1,0,i,5
CCOC(=O)C1CCCN(c2cc(C)nc3cc(-c4ccc(Cl)cc4)nn23)C1 (stereo not drawn),-5,1,0,4.2,-8,-0.9,-3,-7,i,4
COc1ccccc1CC(=O)NN1C(=O)NC2(CCC(C)CC2)C1=O (stereo not drawn),12,-2,7,-0.6,3,-0.3,-2,1,i,1
C=CC[C@@H](CC(=O)NCCO)C(=O)NCCOC(=O)[C@@H](CC=C)Cc1ccc(F)cc1,3,-1,6,-1.8,3,-2.3,1,-7,i,-11
CCOC(=O)c1c(NC(=O)COC(=O)c2cnccn2)sc(C)c1C,19,2,1,0.5,4,-0.4,5,-4,i,-3
CC(=C/C(=O)O)/C(=C\c1ccc(Br)o1)C(=O)O,4,-1,-6,-1.3,4,0.2,2,-2,i,7
O=C(COc1ccccc1Cl)NC(=S)Nc1ccc(CN2CCOCC2)cc1,29,0,5,-0.5,-6,-0.4,2,-9,i,-7
CC(C)(C)NC(=O)C(c1cccc2ccccc12)n1c(=O)c(-c2ccco2)nc2ccccc21 (stereo not drawn),x,x,-3,2.2,x,-0.3,25,x,x,x
CC1Sc2ccc(C(=O)Nc3ccccc3OC(F)F)cc2NC1=O (stereo not drawn),-20,-2,10,-0.9,0,0.1,2,1,i,-8
CCCN1C=CC(=CC=C(C#N)C#N)C=C1,-166,5,-52,8.4,4,-0.5,83*,1,x,-7
Cc1c(CN2CCC(CO)(Cc3cccc(C(F)(F)F)c3)CC2)c2ccccc2n1C,-1,2,0,0.4,-2,-0.1,1,-1,i,3
O=C(CN(Cc1ccccc1Cl)C(=O)CNS(=O)(=O)c1ccccc1)NCC1CCCO1 (stereo not drawn),-1,2,-1,0.3,3,-0.5,1,-11,i,-7
Cc1[nH]c2ccccc2c1/C=C/c1nc2ccccc2c(=O)n1-c1cccc([N+](=O)[O-])c1,-26,-1,2,1.4,30,0.0,-8,23,i,9
CCOC(=O)CSc1nnc(Cc2cc(=O)[nH]c(=O)[nH]2)n1-c1ccc(Cl)cc1,37,-1,4,-1.4,2,0.4,-6,-5,i,11
CCCCn1c(N)c(N(CCOC)C(=O)C2CCCN(C(=O)c3ccc(Cl)cc3)C2)c(=O)[nH]c1=O (stereo not drawn),-61,-2,-20,-1.3,-2,0.3,-1,1,i,-9
CN(C)C=Nc1ncc2c3ccccc3n(CCN(C)C)c2c1C#N,5,5,-5,1.6,7,0.1,3,-9,i,4
CCc1cc2ccc(OC)cc2nc1SCC(=O)NNC(C)=O,2,0,-1,0.2,1,-0.6,-3,-2,i,-6
CCOC(=O)c1nc(-c2ccccc2)oc1N1CCOCC1,19,-2,-3,-0.3,0,-0.4,0,-3,i,-10
CCOC(=O)c1c(C)[nH]c(C)c1S(=O)(=O)N(C)CC(=O)Nc1ccccc1F,0,-4,5,-2.6,7,-0.9,2,-6,i,-2
Cc1ccc(-n2nnc3c(SCC(=O)NCC4CCCO4)ncnc32)cc1 (stereo not drawn),28,4,-4,-0.4,-1,-0.6,-8,-5,i,0
CCCCc1ccc(NC(=S)N2CCC(O)CC2)cc1,-69,4,-10,1.5,8,0.0,-15,5,i,-1
COC(=O)c1ccc(NC(=O)CSC2=NCCN2)cc1,35,2,-1,-3.6,2,-0.7,-1,-2,i,4
CC(C(=O)N1CCc2ccccc21)N1CCN(S(=O)(=O)c2cccs2)CC1 (stereo not drawn),1,-1,6,0.4,-4,-0.3,-2,-1,i,0
CCCCOc1ccc(C(=O)NNC(=O)c2cnccn2)cc1OC,4,0,1,1.6,1,-0.3,0,-2,i,11

# Ordered by molecular weight (smallest number first): part of the list above.
SMILES,PABP1 MLLE inh,STEP inh,SUMO1-SIM PPI,LMPTP block,DNMT1 block,Tb MetRS inh,CSN deneddyl inh,NadD inh,Rpn11 inh,Scp-1 inhibitor
CCCN1C=CC(=CC=C(C#N)C#N)C=C1,-166,5,-52,8.4,4,-0.5,83*,1,x,-7
CCCCc1ccc(NC(=S)N2CCC(O)CC2)cc1,-69,4,-10,1.5,8,0.0,-15,5,i,-1
CCOC(=O)c1nc(-c2ccccc2)oc1N1CCOCC1,19,-2,-3,-0.3,0,-0.4,0,-3,i,-10
CCCCOc1ccc(C(=O)NNC(=O)c2cnccn2)cc1OC,4,0,1,1.6,1,-0.3,0,-2,i,11
CC1Sc2ccc(C(=O)Nc3ccccc3OC(F)F)cc2NC1=O (stereo not drawn),-20,-2,10,-0.9,0,0.1,2,1,i,-8
Cc1ccc(-n2nnc3c(SCC(=O)NCC4CCCO4)ncnc32)cc1 (stereo not drawn),28,4,-4,-0.4,-1,-0.6,-8,-5,i,0
CCOC(=O)c1c(C)[nH]c(C)c1S(=O)(=O)N(C)CC(=O)Nc1ccccc1F,0,-4,5,-2.6,7,-0.9,2,-6,i,-2
CCOC(=O)CSc1nnc(Cc2cc(=O)[nH]c(=O)[nH]2)n1-c1ccc(Cl)cc1,37,-1,4,-1.4,2,0.4,-6,-5,i,11
O=C(CN(Cc1ccccc1Cl)C(=O)CNS(=O)(=O)c1ccccc1)NCC1CCCO1 (stereo not drawn),-1,2,-1,0.3,3,-0.5,1,-11,i,-7

# Source: PubChem BioAssay

# Outcome played no part in choosing rows; 3.6% or so of the library scored in one or more.
